L929 necroptosis: inhibitors of zVAD-triggered necroptosis, primary screen, L929 cells | AID 1377, 2008 | actives 0.38% (n = 220,000) | L929 zVAD necroptosis rescue, ATP luminescence, 24 h; with zVAD 60 µM | viability rescue, % at 10 µM;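 active means activation, scaled between plate controls, above about 75%, limit read from the data; inactive means activation under that limit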;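 further: 0% = zVAD with DMSO and 100% = DMSO alone without zVAD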
MDM2 E3 inh: MDM2-luciferase reporter signal enhancers, primary screen, MDM2 E3 ligase inhibitor project, cell-based, luminescence, 1536-well; E3 ubiquitin-protein ligase Mdm2 (Homo sapiens), Q00987; cell-based MDM2 ubiquitination luciferase reporter, 2 h; 0 = plate control, 100 = twice control, blank-subtracted; signal enhancement, % at 5 µM; actives 0.11% (n = 210,000); AID 1230, 2008;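 active means signal enhancement of 30% or more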;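 further: luminescence tracks abundance of the self-degrading MDM2-luciferase fusion protein; higher signal means inhibition of MDM2 E3 ligase activity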
Target sequence (Q00987 whole entry, looked up, the tested form may be a part): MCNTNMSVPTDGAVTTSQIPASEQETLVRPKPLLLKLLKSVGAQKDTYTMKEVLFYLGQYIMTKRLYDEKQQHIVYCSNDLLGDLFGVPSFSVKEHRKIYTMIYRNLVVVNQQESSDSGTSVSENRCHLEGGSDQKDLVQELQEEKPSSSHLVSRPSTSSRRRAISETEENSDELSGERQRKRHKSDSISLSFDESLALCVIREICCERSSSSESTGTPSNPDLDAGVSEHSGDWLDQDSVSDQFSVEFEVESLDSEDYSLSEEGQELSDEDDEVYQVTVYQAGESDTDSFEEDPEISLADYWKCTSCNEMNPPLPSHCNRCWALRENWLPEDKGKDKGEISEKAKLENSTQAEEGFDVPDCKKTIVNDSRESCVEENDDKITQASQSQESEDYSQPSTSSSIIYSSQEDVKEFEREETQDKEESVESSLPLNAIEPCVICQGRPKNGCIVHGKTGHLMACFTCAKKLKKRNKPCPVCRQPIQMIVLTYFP
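Assay system: mammalian cells stably expressing self-ubiquitinating, self-degrading MDM2 E3–luciferase fusion. Quantity: 2000 cells in each well. Medium: DMEM culture medium. Compound dosing: single-point 5 µM. Timing: cell settling 4 h, compound treatment 2 h, both 37 °C. Technique: luciferase luminescence. Read-out basis: percent signal gain over controls, blank-subtracted. Benchmarks: plate controls and plate blanks.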
PERK inhibitor: block of dimerizer-induced PERK translation repression, primary screen, PERK inhibitor project, CHO PERK-DD cells, SEAP luminescence, HTS; CHO PERK-DD fusion, SEAP luminescence translation reporter; inhibition, % at 5.6 µM; actives 0.17% (n = 220,000);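 active means inhibition above the mean inhibition of all tested compounds plus 3 SD, set separately per screening campaign, cut at about 2.9% in these data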;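 further: PERK kinase domain activated by AP20187 dimerizer at 100 nM; 0% = DMSO with dimerizer and 100% = rapamycin at 8.4 µM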
Cl transport mod: KCC2 cotransporter modulators, thallium flux, primary screen, cell-based, HEK293 KCC2, FluoZin-2 fluorescence, MLSMR; Solute carrier family 12 member 5 (Homo sapiens), Q9H2X9; KCC2 cells, thallium flux FluoZin-2 fluorescence; B-score of Tl+ flux slope (higher = more flux/activation; lower = inhibition) at 10 µM; actives 2.2% (n = 190,000);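 active means thallium flux slope and its plate-corrected score both differing from the plate sample mean at a set confidence after two filtering rounds, in either direction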;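 further: slope of fluorescence scaled to starting intensity during 10 to 20 s after thallium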
EBV gp42 block: Epstein-Barr virus gp42 inhibitors, primary screen, biochemical, uHTS, fluorescence polarization; Fluorescence polarization binding assay, mP read-out; inhibition, % (tested at 21.74 µM); actives 0.42% (n = 220,000); AID 1085, 2008; in the data active means inhibition above about 50%
Target sequence (Q1HVG2 whole entry, looked up): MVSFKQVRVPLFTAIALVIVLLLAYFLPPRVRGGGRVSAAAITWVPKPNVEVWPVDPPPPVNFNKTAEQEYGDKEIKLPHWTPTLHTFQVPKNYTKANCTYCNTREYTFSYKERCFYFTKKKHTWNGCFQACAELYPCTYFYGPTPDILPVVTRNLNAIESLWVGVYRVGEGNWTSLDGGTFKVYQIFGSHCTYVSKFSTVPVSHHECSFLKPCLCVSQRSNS
Rad51 HR inh: human RAD51 strand exchange inhibitors, primary screen, biochemical, fluorescence; DNA repair protein RAD51 homolog 1 (Homo sapiens), Q06609; hRad51 DNA strand exchange, fluorescence dequenching; inhibition, % at 10 µM; actives 0.085% (n = 200,000);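 active means inhibition above 40% at the single screening dose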;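 further: 0% = DMSO control wells and 100% = blanks with heterologous ssDNA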
Target sequence (Q06609 whole entry, looked up): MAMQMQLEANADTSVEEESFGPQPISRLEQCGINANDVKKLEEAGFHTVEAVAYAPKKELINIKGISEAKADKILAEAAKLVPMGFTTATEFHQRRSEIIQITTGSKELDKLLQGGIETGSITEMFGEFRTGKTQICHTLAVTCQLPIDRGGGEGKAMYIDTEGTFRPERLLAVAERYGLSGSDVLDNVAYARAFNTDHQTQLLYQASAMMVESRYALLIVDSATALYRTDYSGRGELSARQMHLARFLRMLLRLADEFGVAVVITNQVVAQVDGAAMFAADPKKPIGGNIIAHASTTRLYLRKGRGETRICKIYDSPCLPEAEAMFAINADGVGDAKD
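Test system – preformed human Rad51 ssDNA filaments · Reagent – Donor/quencher-labelled 47-bp dsDNA substrate · Incubation – 37 °C 15-min filament assembly, 30-min compound preincubation, 15-min exchange · Signal – FRET fluorescence dequenching, excitation 485 nm, emission 520 nm · Read-out – percent inhibition from fluorescence, normalised to plate control and blank means · Benchmarks – plate control and blank wells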
TNF necrop inh: inhibitors of TNF-alpha triggered necroptosis, primary screen, cell-based, Jurkat FADD-/-, single concentration; activation (protection from cell death), % at 10 µM; actives 0.068% (n = 220,000); AID 463075, 2010; Jurkat FADD-/- TNF necroptosis rescue, ATP luminescence, 24 h; 0 = TNF only, 100 = no-TNF cells;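 active means activation, meaning protection from cell death, of at least 50% relative to plate controls; inactive means activation below 50%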;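 further: necroptosis triggered by 40 ng/mL TNF-alpha added together with compound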
m-calpain inh: inhibitors of pig calpain II, primary screen, biochemical, fluorogenic peptide substrate, 1536-well. purified calpain II, 30 min. inhibition, % at 16 µM. actives 0.37% (n = 220,000). AID 1236, 2008;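 active means inhibition above about 50%, limit read from the data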
eIF4E 4G PPI: eIF4E–eIF4G protein interaction inhibitors, primary screen, biochemical, uHTS, TR-FRET, eIF4GI fragment | TR-FRET eIF4E-eIF4GI(517-606) binding, 2 h | inhibition, % at 21.7 µM | actives 0.37% (n = 220,000);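 active means inhibition above about 30%, limit read from the data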;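 further: 0% = full FRET control wells and 100% = background wells lacking eIF4GI fragment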
* hit, by the source's call; i = inactive; · = not tested or not shown; & = joins results of further samples; [ ] = dose if it differs, or a comment.

No. | mol | L929 necroptosis | MDM2 E3 inh | PERK inhibitor | Cl transport mod | EBV gp42 block | Rad51 HR inh | TNF necrop inh | m-calpain inh | eIF4E 4G PPI
1 | Cc1ccc(N(C(=O)Cn2nnc(-c3cccs3)n2)C(C(=O)NC2CCCC2)c2ccncc2)cc1 (configuration not stated) | -0.5 | -11 | 1.0 | · | -14 | -10 | -1.4 | -8 | -57
2 | Cc1cc(NC(=O)C2C3C(=O)N(c4cccnc4)C(C(=O)NC(C)(C)C)C34C=CC2(C)O4)no1 (configuration not stated) | 7.9 | 0 | 1.3 | 0.01 | -19 | 1 | 0.2 | -25 | -3
3 | CC1Cc2nc(SCC(=O)Nc3nccs3)n(C)c(=O)c2S1 (configuration not stated) | 0.4 | -4 | 0.3 | -0.98 | 4 | -7 | -2.3 | -9 | 0
4 | OC1(c2ccccc2)CN(c2ccccc2)C2=[N+]1CCS2 (configuration not stated) | -1.0 | -1 | -0.6 | 0.28 | -30 | -7 | 2.4 | 5 | -1[fluorescence artefact?]
5 | COc1ccc(N2CCN(C(=O)CSc3ccccc3N)CC2)cc1 | 0.6 | -12 | -0.6 | · | -8 | 1 | -1.4 | 3 | 0
6 | CCCN1C(=O)S/C(=C\c2ccc(N3CCOCC3)cc2C)C1=O | 2.3 | -11 | 1.2 | · | -36 | 3 | 1.0 | -5 | 2
7 | CCCCC(=O)NC(=S)Nc1ccc(NC(=O)C(C)C)c(OC)c1 | 5.2 | -4 | 0.8 | -0.14 | -21 | 7 | 2.4 | 11 | 4
8 | O=C(Nc1ccc2c(c1)nc1n2CCN(Cc2ccccc2)C1)c1cccs1 | 2.2 | -36 | -1.6 | · | -12 | -7 | 4.8 | -10 | 6
9 | Cc1occc1-c1nnc(SCC(=O)Nc2ccccc2)n1Cc1ccccc1 | -0.5 | 3 | -1.1 | -0.28 | -16 | -3 | -0.9 | 23 | -1
10 | COc1cccc(C2C(C#N)=C(N)Oc3cc(C)oc(=O)c32)c1OC (configuration not stated) | 1.0 | -19 | 0.8 | -0.54 | -18 | -1 | -1.2 | -1 | 8
11 | CCn1ccnc1CNCc1ccc(OCC(O)CN(C)Cc2ccccc2)cc1 (configuration not stated) | 1.0 | -11 | -0.1 | -0.21 | -5 | 17 | 1.2 | -23 | 1
12 | COC(=O)c1nn(-c2ccc3c(c2)OCO3)cc1O | -0.1 | -32 | 0.5 | 0.98 | -14 | 1 | -1.7 | -360 | 3
13 | O=C(CCCCCNc1nc(=S)[nH]c2ccccc12)NCCC1=CCCCC1 | 27 | 0 | 0.0 | -0.19 | -23 | -14 | 1.0 | 4 | 0
14 | Cc1ccc(NCc2nnc(SCC(=O)N3CCCc4ccccc43)o2)c(C)c1 | 0.3 | -6 | 0.7 | 0.46 | 0 | 3 | -2.2 | 8 | 3
15 | Cc1ccc(S(=O)(=O)N2CCOCC2)cc1C(=O)c1nccn1C | 2.0 | -5 | 1.0 | 1.2 | -7 | 0 | -0.9 | -13 | 0
16 | COc1ccc(N/C=C2/Sc3ccccc3NC2=O)cc1 | 67 | -16 | -0.4 | · | -1 | 4 | 0.7 | -20 | -1
17 | CC12CCC(c3c(C(=O)O)nn(-c4ccc(F)cc4)c31)C2(C)C (configuration not stated) | -0.5 | -19 | 1.3 | 0.87 | -19 | 3 | -0.3 | -4 | 1[fluorescence artefact?]
18 | O=C(Nc1ccc2c(c1)Cc1ccccc1-2)c1ccncc1 | 2.5 | 1 | 0.8 | -2.7 | -8 | -2 | -0.6 | -32 | 5
19 | CCN(CC)C(=O)Oc1c(Cl)cc(Cl)c2cccnc12 | -0.7 | -6 | 0.7 | -0.68 | -8 | -4 | -0.5 | 19 | 7
20 | CCCCC[C@H](O)/C=C/[C@@H]1[C@@H](CCCCCCC(=O)O)[C@@H](O)C[C@H]1O | 36 | · | 2.1 | -1.5 | 6 | 1 | -5.2 | 7 | 1
21 | COc1ccc(/C=N/NC(=O)Cc2n[nH]c(=O)[nH]c2=O)cc1 | 0.8 | -1 | 3.0* | -0.0054 | -16 | 2 | 2.3 | -8 | -3
22 | CCC1(C)Cc2ccccc2-c2nc(NCCO)n(-c3ccc(C)cc3)c(=O)c21 (configuration not stated) | -0.6 | -2 | -1.4 | 0.37 | -4 | 0 | 0.4 | -435 | 10
23 | Cn1cccc1C(=O)C(=O)Nc1ccc(F)c(F)c1 | 1.5 | 0 | 0.9 | -0.23 | 7 | 24 | 1.1 | 22 | 1
24 | CCN(CC)CCNC(=O)C(=O)NCC1OCCN1C(=O)c1ccc2c(c1)OCO2 (configuration not stated) | 0.6 | 3 | -0.3 | -1.2 | 0 | 1 | 1.1 | 0 | 4
25 | COC(=O)/C(=C\Nc1ccccc1)NC(=O)c1ccc(Cl)cc1Cl | -0.9 | -10 | -1.5 | -1.9 | -6 | -5 | -0.4 | 41 | 9
26 | CC(C)=CCC/C(C)=C/CCC(C)NCCN1CCNCC1 (configuration not stated) | 11 | -8 | 0.3 | · | 7 | -13 | -8.0 | -11 | 2
27 | CN(C)C(=O)C[n+]1cccc(/C=N/O)c1 | 0.5 | -10 | -0.3 | 0.67 | 14 | · | 1.3 | 19 | -5
28 | COC(=O)Cc1csc(N)n1 | -0.3&-0.1 | -2&-13 | 0.3&1.0 | -0.94&1.4 | 9&-4 | 2&6 | -0.6&-0.4 | -186&-18 | -3&1
29 | CCC(=O)NC1CCN(C(=S)NC)CC1 | 3.7 | -8 | 0.1 | -0.12 | -11 | -1 | 0.3 | -26 | -1
30 | CCN1C/C(=C\c2cccc([N+](=O)[O-])c2)C(=O)/C(=C/c2cccc([N+](=O)[O-])c2)C1 | 1.1 | 39* | 0.3 | -0.18 | -3 | 7 | 19 | -54 | 8

No. | mol | L929 necroptosis | MDM2 E3 inh | PERK inhibitor | Cl transport mod | EBV gp42 block | Rad51 HR inh | TNF necrop inh | m-calpain inh | eIF4E 4G PPI
31 | CCN(CC)c1ccc(C2C(C(=O)OCCOC)=C(C)NC3=C2C(=O)CC(C)(C)C3)cc1 (configuration not stated) | -0.1 | -10 | -0.8 | -0.26 | -24 | -6 | 1.9 | -84 | -8
32 | CN(C)S(=O)(=O)c1cccc(C(=O)Nc2ccc(Cl)cn2)c1 | 2.2 | -24 | 0.5 | 0.43 | -14 | -3 | 3.2 | -15 | 11[fluorescence artefact?]
33 | COc1cc(OC)cc(C(=O)NCCSC2CCCCC2)c1 | 3.9 | -3 | 0.7 | -0.85 | -13 | 4 | 0.5 | 33 | -2
34 | CN1CCN(CCC(=O)Nc2ccc(OCc3ccccc3)cc2)CC1 | 7.0 | -17 | 0.4 | · | -15 | 15 | 1.5 | -6 | 1[fluorescence artefact?]
35 | Fc1cc(Br)ccc1Nc1nc2ccccc2n2nnnc12 | 0.1 | -15 | 0.9 | -0.99 | -22 | -11 | -3.5 | -59 | 2
36 | O=C(CN(c1ccccc1)S(=O)(=O)c1ccccc1[N+](=O)[O-])Nc1ccccc1C(=O)N1CCOCC1 | 2.8 | -10 | 0.8 | 1.4 | -8 | 5 | -0.1 | 13 | -3
37 | Cc1ccc(O)c(-c2cc(-c3ccccc3F)[nH]n2)c1 | 0.9 | -9 | 0.5 | -0.7 | -1 | 1 | -21 | -16 | 0
38 | COc1cc(NC(=O)CN(c2ccc(C)cc2)S(=O)(=O)c2c(C)n[nH]c2C)cc(OC)c1 | -0.2 | -5 | -0.7 | · | 0 | 4 | -4.8 | -3 | -8
39 | CCC(OC(=O)CN1C(=O)C(=O)c2ccccc21)C(=O)Nc1ccc(S(N)(=O)=O)cc1 (configuration not stated) | 1.3 | -11 | 0.3 | 1.8 | -7 | -16 | 0.5 | 27 | 4
40 | CN(C)S(=O)(=O)N(Cc1ccc(Br)cc1)c1ccccc1 | -0.2 | 6 | 0.9 | -1.6 | -21 | 0 | -1.1 | 13 | -1
41 | CC(c1ccco1)N(C(=O)COc1ccc(Cl)cc1Cl)c1ccccn1 (configuration not stated) | -0.4 | -64 | 0.2 | · | -13 | -8 | -0.3 | 23 | 2
42 | O=C1CCCCCN1Sc1ccccc1 | -0.2 | -25 | 0.1 | -0.1 | -10 | 6 | -10.0 | 24 | -2[fluorescence artefact?]
43 | O=C(Nc1csnn1)c1csnn1 | 0.9 | -6 | 0.7 | -0.41 | -17 | 8 | 1.6 | 13 | -2
44 | Fc1ccc(CNC(=S)Nc2ccc(Cl)cc2)cc1 | 1.2 | 17 | -0.1 | -1.5 | -2 | 4 | 1.0 | -9 | -3
45 | Cc1ccc(-n2nc3c(=S)[nH]nc(C)c3c2C)cc1 | 0.9 | -11 | -1.2 | · | -7 | · | -7.9 | -6 | 5
46 | CCCCN(C)CC(O)Cn1cc(/C=C/C(=O)c2cccs2)c2ccccc21 (configuration not stated) | 2.0 | 5 | -0.8 | i | -109 | -44 | 3.1 | 0 | 16[fluorescence artefact?]
47 | O=C(NCc1cccnc1)c1ccc(CS(=O)(=O)c2ccc(Br)cc2)o1 | 0.7 | -6 | 0.1 | 0.9 | -11 | 1 | -0.6 | -12 | 1
48 | Cc1ccc(S(=O)(=O)N(C)CCCC(=O)Nc2cc(C)ccc2C)cc1 | · | · | -1.1 | -0.54 | 7 | · | -1.6 | 18 | -1
49 | C/C(=N/NC(=O)c1ccn(C)n1)c1ccncc1 | 1.1 | -13 | 1.6 | 0.13 | -9 | 4 | -0.1 | -18 | 0
50 | N#Cc1ccc(-c2ccc(OCC(=O)NCCCN3CCCC3=O)cc2)cc1 | 1.1 | -11 | 0.2 | -2.5 | 8 | 15 | -2.5 | -23 | -2
51 | CCCN1C(=O)/C(=C/c2nc3ccccc3c(=O)[nH]2)c2cc(C)ccc21 | 20 | -12 | -0.1 | 0.097 | -8 | 17 | 5.0 | -41 | -1
52 | O=C1CC(c2ccccc2)Cc2nc(NCc3ccco3)ncc21 (configuration not stated) | -0.9 | -33 | -0.5 | -0.71 | -19 | · | -0.5 | 0 | 3
53 | CC(=O)c1c(C(=O)O)c2ccccc2[nH]c1=O | 0.0 | · | 0.3 | -0.7 | 2 | 4 | 7.4 | -97 | 92*

Of the compounds above, three contain bromine.
No. | mol | L929 necroptosis | MDM2 E3 inh | PERK inhibitor | Cl transport mod | EBV gp42 block | Rad51 HR inh | TNF necrop inh | m-calpain inh | eIF4E 4G PPI
35 | Fc1cc(Br)ccc1Nc1nc2ccccc2n2nnnc12 | 0.1 | -15 | 0.9 | -0.99 | -22 | -11 | -3.5 | -59 | 2
40 | CN(C)S(=O)(=O)N(Cc1ccc(Br)cc1)c1ccccc1 | -0.2 | 6 | 0.9 | -1.6 | -21 | 0 | -1.1 | 13 | -1
47 | O=C(NCc1cccnc1)c1ccc(CS(=O)(=O)c2ccc(Br)cc2)o1 | 0.7 | -6 | 0.1 | 0.9 | -11 | 1 | -0.6 | -12 | 1

Bioassay records (PubChem BioAssay)
